AmpC no deterg: qHTS Inhibitors of AmpC Beta-Lactamase (assay without detergent). 330,000 compounds, 0.52% hits. P00811. AID 485341, 2010. AmpC nitrocefin hydrolysis, absorbance 480 nm, 0.0001% Triton. Potency, µM (highest dose often 57.1 µM), for the others: top-dose activity change, negative = inhibition, most hits filed as inhibitors;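 note: potency is the fitted concentration of half-maximal effect; plate controls were no compound for no effect and no enzyme for full effect; nearly all actives have a fitted effect of over 20% in size; some results filed as inactive show a strong effect at the top dose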
Target sequence (P00811 whole entry, looked up): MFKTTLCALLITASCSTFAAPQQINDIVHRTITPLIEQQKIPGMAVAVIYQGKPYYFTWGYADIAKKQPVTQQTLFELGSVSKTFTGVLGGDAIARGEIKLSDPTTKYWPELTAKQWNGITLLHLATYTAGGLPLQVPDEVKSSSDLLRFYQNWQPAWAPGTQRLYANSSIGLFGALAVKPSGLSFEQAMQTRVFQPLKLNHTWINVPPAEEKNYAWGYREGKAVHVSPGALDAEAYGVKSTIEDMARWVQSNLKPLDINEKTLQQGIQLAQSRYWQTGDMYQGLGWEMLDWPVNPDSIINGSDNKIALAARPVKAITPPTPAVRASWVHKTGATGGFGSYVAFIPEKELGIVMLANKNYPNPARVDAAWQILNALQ
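AmpC (5.3 nM in the dispensed reagent) in 20 mM phosphate pH 7.0 with 0.01% (detergent screen) or 0.0001% Triton X-100 was preincubated with compounds for 15 min at room temperature. Nitrocefin was then added from an 800 uM solution, and hydrolysis was followed at 480 nm.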
AmpC detergent: qHTS Inhibitors of AmpC Beta-Lactamase (assay with detergent); P00811; AmpC hydrolysis of nitrocefin, absorbance 480 nm, 0.01% Triton; Potency, µM (highest dose often 114 µM), without a hit: at the highest dose activity change, negative = inhibition, usual class: inhibitors; 370,000 compounds, 0.041% hits;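 note: potency is the fitted concentration of half-maximal effect; 0% = no-compound wells and -100% = no-enzyme wells; nearly all actives have a fitted effect of over 25% in size; some results filed as inactive show a strong effect at the top dose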
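AmpC (5.3 nM in the dispensed reagent) in 20 mM phosphate pH 7.0 with 0.01% (detergent screen) or 0.0001% Triton X-100 was preincubated with compounds for 15 min at room temperature. Nitrocefin was then added from an 800 uM solution, and hydrolysis was followed at 480 nm.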
AMA1 RON2 block: qHTS for Inhibitors of AMA1-RON; Towards Development of Antimalarial Drug Lead: Primary Screen. Plasmodium falciparum AMA1 (3D7) - RON2 peptide interaction. AlphaScreen AMA1-biotinylated RON2 peptide binding. Potency, µM (titrated, usually from 58.2 µM), for the others: top-dose activity change, negative = inhibition, actives largely listed as inhibitors. 360,000 compounds, 0.2% hits;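 note: potency is the fitted concentration of half-maximal effect; 0% = vehicle wells and -100% = peptide control; nearly all actives have a fitted effect of over 45% in size; some results filed as inactive show a strong effect at the top dose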
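AMA1 (3D7) with his tag at 25 nM final met compounds first, then biotinylated RON2 peptide at 25 nM; detection used donor plus acceptor beads, 10 µg/mL apiece, read by AlphaScreen after 30 min at room temperature.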
HCV inh: qHTS Assay for Inhibitors of Hepatitis C Virus (HCV); Huh7.5.1 HCVcc-Cre infection, luciferase reporter, 44 h; AID 651820, 2012; 340,000 compounds, 3.4% hits; Potency, µM (doses to about 41.8 µM), without a hit: at the top dose activity change, negative = inhibition, most hits filed as inhibitors; note: potency is the fitted concentration of half-maximal effect
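Luciferase read-out (15 sec integration) after a 15 min room-temperature substrate step quantifies HCVcc-Cre infection. Cells, 1,000 per well, had compound added 4 h post-plating, then virus at ~0.5 moi, and were cultured 44 h.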
LmPK inhibitor: qHTS Assay for Inhibitors of Leishmania Mexicana Pyruvate Kinase (LmPK); Potency, µM (series often up to 57.5 µM), for the others: top-dose activity change, negative = inhibition, usual class: inhibitors; 290,000 compounds, 0.37% hits; Q27686; purified LmPK, Kinase-Glo ATP luminescence, 1 h; note: potency is the fitted concentration of half-maximal effect
Target sequence (Q27686 whole entry, looked up): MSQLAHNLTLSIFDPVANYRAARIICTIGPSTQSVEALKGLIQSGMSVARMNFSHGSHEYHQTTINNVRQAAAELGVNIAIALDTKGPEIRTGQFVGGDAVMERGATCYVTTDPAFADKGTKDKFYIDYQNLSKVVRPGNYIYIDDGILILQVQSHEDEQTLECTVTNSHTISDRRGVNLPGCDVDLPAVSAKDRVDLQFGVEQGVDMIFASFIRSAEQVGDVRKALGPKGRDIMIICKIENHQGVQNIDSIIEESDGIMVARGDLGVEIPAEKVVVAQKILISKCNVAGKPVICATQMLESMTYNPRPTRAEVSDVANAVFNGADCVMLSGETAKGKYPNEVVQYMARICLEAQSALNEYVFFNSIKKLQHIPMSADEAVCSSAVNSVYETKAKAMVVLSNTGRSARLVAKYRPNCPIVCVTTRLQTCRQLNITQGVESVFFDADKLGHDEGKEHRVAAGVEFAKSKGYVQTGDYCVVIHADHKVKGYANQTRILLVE
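Purified LmPK (0.1 nM) with 0.5 mM PEP and 0.1 mM ADP in imidazole buffer pH 7.2 with MgCl2/KCl, 1 h at room temperature. ATP formed was read by luciferase luminescence and normalized to no-enzyme and uninhibited controls.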
TbPYK inhibitor: qHTS of Trypanosoma Brucei Inhibitors. pyruvate kinase (Trypanosoma brucei), Q57TT1. TbPYK enzyme, Kinase-Glo Plus ATP luminescence, 45 min. Potency, µM (top dose mostly 76.8 µM), for inactives: at the top dose activity, negative = inhibition, most hits filed as inhibitors. 410,000 compounds, 0.12% hits. AID 624173, 2012; note: potency is the fitted concentration of half-maximal effect; nearly all actives have a fitted effect of over 50% in size
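Luminescence from Kinase-Glo Plus, added after a 45-minute room-temperature reaction, served as the end-point read-out. The enzyme and substrate were preincubated with compound before ADP (130 uM final) initiated turnover. Concentration-effect curves came from normalized qHTS data.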
HCMV antiviral: qHTS Assay for inhibitors of the human cytomegalovirus (HCMV); activity change, negative = inhibition, % at 57.5 µM; HFF cells, HCMV-luciferase reporter, 72 h; active compounds read low; 410,000 compounds, 4.5% hits; AID 1259415, 2018; in the data active = activity change below about -60%; inconclusive = no clear call, values can overlap the other calls; inactive = above about -39%
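HFF cells seeded 16 h at 37C, treated with compounds, infected with luciferase-reporter HCMV at MOI 1 PFU/cell; luciferase read at 72 h post infection, normalized to buffer-only and Salinomycin controls.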
An asterisk follows results filed as active; u = inconclusive; x = not tested or not shown; [ ] = remark or other dose. Unless noted, calls come from the whole dose curve; as a rule, active = well fitted curve in the direction sought with a large enough effect; inconclusive = small, poorly fitted or top-dose-only effect, or another doubt; inactive = no such curve, though single readings can be large; an effect the other way counts as inactive or inconclusive. Unless noted, % is set by controls: 0 for no effect and ±100 for the full control effect.

Fields – AmpC no deterg	AmpC detergent	AMA1 RON2 block	HCV inh	LmPK inhibitor	TbPYK inhibitor	HCMV antiviral
1) Cc1cc(C(=O)Oc2cccnc2)ccc1[N+](=O)[O-]
  -16%	u	-17%	-7%	-10%	2%	9
2) O=C(CCNC(=O)N1CC(=O)Nc2ccccc21)Nc1ccc(Br)cc1F
  -1%	-1%	9%	-5%	0%	-3%	u
3) CC(=O)c1ccc(NC(=O)CCc2nc(-c3ccc(C)cc3)no2)cc1
  x	23%	x	x	x	4%	2
4) CC(=O)N/C(N)=N/c1nc2cc(C)ccc2o1
  -36%	-7%	126%[activator]	20%	-5%	-3%	22
5) COc1ccc(S(=O)(=O)N2CCN(C/C=C/c3ccccc3)CC2)cc1F
  61%[activator]	-6%	u	1%	-2%	-5%	32
6) CCOC(=O)c1c(C)[nH]c(CCC(=O)Nc2ccc(N(CC)CC)cc2C)c1C
  x	-4%	x	x	x	-4%	12
7) CC(=O)c1ccc(OCc2cc(C(=O)N(C)C(C)c3ccon3)no2)cc1 (configuration not stated)
  x	x	-2%	x	x	2%	-10
8) COc1ccc(OC)c(/C=C/c2ccc3cccc(O)c3n2)c1
  -19%	4%	x	x	3%	x	-65*
9) Cc1cc(=O)oc2ccc(OCC(=O)NCc3ccco3)cc12
  -18%	2%	-5%	-15%	-2%	x	39
10) Cc1cccc(C(=O)Nc2cccc(C(=O)N/N=C/c3ccc4c(c3)OCO4)c2)c1
  -34%	-10%	-14%	u	-4%	-13%	47
11) O=C1NCN(c2ccccc2)C12CCN(C(c1ccccc1)c1nnnn1Cc1ccccc1)CC2 (configuration not stated)
  x	x	-21%	x	x	-2%	-1
12) CCOc1ccc(S(=O)(=O)N2CCN(C(=O)c3cc(C4CC4)nn3-c3ccccc3)CC2)cc1
  -5%	4%	-6%	u	x	-2%	-21
13) CCc1ccccc1NC(=O)CN(C)C(=O)COC(=O)c1cccnc1Cl
  -20%	x	0%	-5%	x	-3%	u
14) Cc1cc(C)c[n+](C2=C([O-])c3ccccc3C(=O)/C2=N\S(=O)(=O)c2cccs2)c1
  -16%	-3%	-4%	u	4%	-5%	0
15) N#CCC(=O)Nc1ccc(C(=O)OCC(=O)N(Cc2ccccc2)C2CCS(=O)(=O)C2)cc1 (configuration not stated)
  -1%	3%	-10%	-23%	7%	3%	-35
16) O=S(=O)(NCc1ccccn1)c1cccc2nsnc12
  -8%	u	37%[activator]	23%	3%	-4%	-24
17) COc1ccc(N(C)C(=O)C2CCCN2S(=O)(=O)c2cccc3nsnc23)cc1 (configuration not stated)
  9%	1%	4%	19%	3%	9%	-30
18) CN(C)c1ccc(-c2cccc3nccn23)cc1
  x	x	u	x	x	0%	23
19) O=C(Cn1cnc2ccccc2c1=O)NCC(=O)N1CCN(Cc2ccc3c(c2)OCO3)CC1
  12%	2%	2%	20%	-7%	-19%	-17
20) O=C1Nc2ccccc2C12OCCCO2
  -13%	-12%	6%	0%	-2%	-6%	58
21) CCOC(=O)NC1c2ccccc2Oc2ccccc21
  -9%	-5%	-2%	17%	0%	-1%	-26
22) C=CCNC(=O)CN1C(=O)c2cccc3cccc1c23
  -3%	u	4%	8%	-5%	4%	59
23) CCCc1ccc(OCCNC(=O)c2ccccc2Br)cc1
  13%	-5%	10%	-26%	6%	-3%	-6
24) COc1ccc(N(C(=O)c2snc(C(N)=O)c2N)C(C(=O)NC2CCCC2)c2ccc3ncccc3c2)cc1 (configuration not stated)
  99%[activator]	-3%	0%	u	10%	0%	-89*
25) Nc1c(Cl)ncnc1N/N=C/c1ccnc2ccccc12
  -20%	-12%	56%[activator]	-16%	-4%	-1%	-14
26) CCOC(=O)c1c(CN(CC)CC)n(C)c2cc(Br)c(O)cc12
  3%	-4%	3%	-11%	-2%	6%	-27
27) CCOC(=O)c1cnc2ccc(C)cc2c1Sc1ccccc1
  12%	-2%	14%	u	-1%	2%	u
28) COc1ccc(CCNC(=O)c2nnc(Cc3c(F)cccc3Cl)o2)cc1OC
  0%	u	-5%	u	4%	-8%	19
29) CCOP(=O)(OCC)C(Cc1ccc(OC)c(OC)c1)N=C(c1ccccc1)c1ccccc1 (configuration not stated)
  x	x	-7%	x	x	-2%	u
30) Cc1ccc(OCCCC(=O)NCc2ccco2)cc1
  -22%	-2%	-4%	15%	0%	-9%	-11

Already shown: entries from further up.
Fields – AmpC no deterg	AmpC detergent	AMA1 RON2 block	HCV inh	LmPK inhibitor	TbPYK inhibitor	HCMV antiviral
1) Cc1cc(C(=O)Oc2cccnc2)ccc1[N+](=O)[O-]
  -16%	u	-17%	-7%	-10%	2%	9
2) O=C(CCNC(=O)N1CC(=O)Nc2ccccc21)Nc1ccc(Br)cc1F
  -1%	-1%	9%	-5%	0%	-3%	u
3) CC(=O)c1ccc(NC(=O)CCc2nc(-c3ccc(C)cc3)no2)cc1
  x	23%	x	x	x	4%	2
4) CC(=O)N/C(N)=N/c1nc2cc(C)ccc2o1
  -36%	-7%	126%[activator]	20%	-5%	-3%	22
5) COc1ccc(S(=O)(=O)N2CCN(C/C=C/c3ccccc3)CC2)cc1F
  61%[activator]	-6%	u	1%	-2%	-5%	32
6) CCOC(=O)c1c(C)[nH]c(CCC(=O)Nc2ccc(N(CC)CC)cc2C)c1C
  x	-4%	x	x	x	-4%	12
7) CC(=O)c1ccc(OCc2cc(C(=O)N(C)C(C)c3ccon3)no2)cc1 (configuration not stated)
  x	x	-2%	x	x	2%	-10
8) COc1ccc(OC)c(/C=C/c2ccc3cccc(O)c3n2)c1
  -19%	4%	x	x	3%	x	-65*
9) Cc1cc(=O)oc2ccc(OCC(=O)NCc3ccco3)cc12
  -18%	2%	-5%	-15%	-2%	x	39
10) Cc1cccc(C(=O)Nc2cccc(C(=O)N/N=C/c3ccc4c(c3)OCO4)c2)c1
  -34%	-10%	-14%	u	-4%	-13%	47
11) O=C1NCN(c2ccccc2)C12CCN(C(c1ccccc1)c1nnnn1Cc1ccccc1)CC2 (configuration not stated)
  x	x	-21%	x	x	-2%	-1
12) CCOc1ccc(S(=O)(=O)N2CCN(C(=O)c3cc(C4CC4)nn3-c3ccccc3)CC2)cc1
  -5%	4%	-6%	u	x	-2%	-21
13) CCc1ccccc1NC(=O)CN(C)C(=O)COC(=O)c1cccnc1Cl
  -20%	x	0%	-5%	x	-3%	u
14) Cc1cc(C)c[n+](C2=C([O-])c3ccccc3C(=O)/C2=N\S(=O)(=O)c2cccs2)c1
  -16%	-3%	-4%	u	4%	-5%	0

The results go on:
Fields – AmpC no deterg	AmpC detergent	AMA1 RON2 block	HCV inh	LmPK inhibitor	TbPYK inhibitor	HCMV antiviral
31) CC(C)N(C(C)C)S(=O)(=O)c1ccc(NC(=O)c2cnccn2)cc1
  14%	0%	0%	4%	8%	0%	-5
32) COc1cccc(NC(=S)/C(=C(\[O-])c2ccc(OC(F)F)cc2)[n+]2ccccc2)c1
  -7%	-11%	30%	u	6%	-11%	96
33) O=C(Nc1cccc(Cl)c1N1CCOCC1)c1ccc2c(c1)OCCO2
  29%	0%	-5%	-29%	1%	2%	u
34) C=CCN(C(=O)CSc1nc2ccsc2c(=O)n1Cc1ccccn1)c1ccccc1
  48%	4%	20%	-4%	7%	3%	u
35) COc1ccccc1N1CCN(C2CCCN(C(=O)CCN3CCCCO3)C2)CC1 (configuration not stated)
  0%	0%	-3%	13%	4%	2%	31

Quoted at random: 2 compounds from above.
Fields – AmpC no deterg	AmpC detergent	AMA1 RON2 block	HCV inh	LmPK inhibitor	TbPYK inhibitor	HCMV antiviral
32) COc1cccc(NC(=S)/C(=C(\[O-])c2ccc(OC(F)F)cc2)[n+]2ccccc2)c1
  -7%	-11%	30%	u	6%	-11%	96
34) C=CCN(C(=O)CSc1nc2ccsc2c(=O)n1Cc1ccccn1)c1ccccc1
  48%	4%	20%	-4%	7%	3%	u

Screening results from PubChem BioAssay.
